High-throughput results from PubChem.
hcDAF12 agonist: activates DAF-12 receptor from parasite H. contortus. HEK293 hcDAF-12 lit1-tk-luc reporter, luminescence; 0% DMSO, 100% Δ7-dafachronic acid. activation, % at 6.8 µM. 370,000 tested, 1.4% active. AID 652067;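 active = activation above the mean of all tested compounds plus 3 SD, cut at about 5.5% in these data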;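 note: 100% = response to 3 µM Δ7-dafachronic acid high control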
DAX1 inh-1: inhibitors of human orphan nuclear receptor DAX1 (NR0B1). P51843. HEK293 Gal4-DAX1 luciferase reporter, luminescence. inhibition, % at 6.75 µM. 340,000 tested, 0.99% active. AID 504766;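 active = inhibition above the mean over all tested compounds plus 3 SD, cut at about 4.2% in these data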;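 note: 0% = DAX1-transfected cells with DMSO and 100% = empty-vector control cells with DMSO; inhibition shows as a rise in luminescence from relieved DAX1 repression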
MBD2 inh: blocks human MBD2 binding to methylated DNA. Q9UBB5. TR-FRET, MBD2 binding to methylated oligonucleotide. inhibition, % at 4.4 µM. 370,000 tested, 0.31% active; in the data active = inhibition above about 13%
Target sequence (Q9UBB5 whole entry, looked up): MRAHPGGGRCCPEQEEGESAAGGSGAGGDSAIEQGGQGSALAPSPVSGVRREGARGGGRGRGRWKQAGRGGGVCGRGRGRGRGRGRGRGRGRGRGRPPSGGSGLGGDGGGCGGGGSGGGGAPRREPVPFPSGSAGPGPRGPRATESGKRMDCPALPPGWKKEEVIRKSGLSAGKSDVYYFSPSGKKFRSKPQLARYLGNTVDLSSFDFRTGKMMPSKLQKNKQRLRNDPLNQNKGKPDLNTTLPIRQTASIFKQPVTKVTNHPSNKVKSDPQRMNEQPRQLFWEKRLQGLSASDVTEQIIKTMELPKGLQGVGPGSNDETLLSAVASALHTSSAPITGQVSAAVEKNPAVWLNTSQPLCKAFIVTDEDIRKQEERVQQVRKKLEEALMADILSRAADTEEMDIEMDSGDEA
ADAM17 inh: inhibitors of human ADAM17; AID 720648; 370,000 tested, 0.83% active; P78536; inhibition, % at 6.95 µM; recombinant ADAM17, EDANS/DABCYL FRET peptide cleavage;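 active = inhibition above the mean of compounds lying between control limits plus 3 SD, set per campaign, cut at about 8.5% in these data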;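 note: 0% = DMSO-only wells as the low control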
SMARCA2 act: increases SMARCA2 function in MMTV reporter cells. MG213 cells, MMTV-luciferase reporter, dexamethasone, overnight. activation, % at 9.1 µM. 370,000 tested, 1% active. AID 652017; in the data active = activation above about 7.8%;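 note: 0% = vehicle wells and 100% = reference activator wells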
PLC-gamma1 inh: blocks human PLC-gamma1 enzyme activity. inhibition, % at 12.2 µM. purified PLC-gamma1, fluorogenic substrate, fluorescence. 370,000 tested, 0.84% active. P19174; in the data active = inhibition above about 9.5%
PLCb3 inh: inhibitors of human phospholipase C beta3; Q01970; Purified PLC-beta3, fluorogenic substrate, fluorescence; inhibition, % at 12.2 µM; 370,000 tested, 0.18% active; AID 720704; in the data active = inhibition above about 11%;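 note: 0% = median of compound wells on plate and 100% = full blocker control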
NR1D1 modulator: modulates human Rev-erb alpha binding to DNA; 370,000 tested, 0.79% active; Rev-erbα–FITC-DNA binding, fluorescence polarization, 90 min; activity, % at 10 µM; AID 1259318;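 active = activity above about 14%, limit read from the data; passing the limit was not always enough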;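 note: 0% = DMSO wells with 35 nM protein and 100% = DMSO wells with 750 nM protein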
Target sequence (P20393 whole entry, looked up): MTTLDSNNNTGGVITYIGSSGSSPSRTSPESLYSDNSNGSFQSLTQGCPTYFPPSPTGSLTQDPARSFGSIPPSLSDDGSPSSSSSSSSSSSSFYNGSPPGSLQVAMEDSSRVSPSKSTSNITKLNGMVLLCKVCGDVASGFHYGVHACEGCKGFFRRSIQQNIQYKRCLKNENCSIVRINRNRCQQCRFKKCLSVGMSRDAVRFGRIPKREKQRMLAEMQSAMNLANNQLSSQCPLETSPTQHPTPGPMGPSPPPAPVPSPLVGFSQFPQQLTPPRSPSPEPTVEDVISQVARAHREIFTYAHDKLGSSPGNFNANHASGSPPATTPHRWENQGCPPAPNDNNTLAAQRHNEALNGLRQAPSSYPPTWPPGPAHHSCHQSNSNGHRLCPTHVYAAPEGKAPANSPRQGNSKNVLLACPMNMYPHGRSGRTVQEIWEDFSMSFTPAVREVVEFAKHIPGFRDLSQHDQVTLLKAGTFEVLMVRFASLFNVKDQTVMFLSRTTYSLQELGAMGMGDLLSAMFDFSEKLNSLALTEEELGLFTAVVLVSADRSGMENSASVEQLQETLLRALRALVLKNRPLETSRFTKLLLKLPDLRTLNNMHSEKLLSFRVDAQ
ssDAF-12 act: activates DAF-12 receptor from parasite S. stercoralis; HEK293 ssDAF-12/GRIP1 lit1-tk-luc reporter, luminescence; % of 3 µM dafachronic acid response; activation, % at 6.8 µM; 370,000 tested, 1% active;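 active = activation above the mean over all tested compounds plus 3 SD, cut at about 0.9% in these data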;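 note: 0% = DMSO-only wells and 100% = 3 µM delta7-dafachronic acid wells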
hgDAF-12 ag: agonists of H. glycines DAF-12 nuclear receptor | HEK293 GAL4-hgDAF12 UAS-luciferase reporter, agonist luminescence; normalized to butyrate control | activation, % at 6.8 µM | 370,000 tested, 1.8% active | AID 687014;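 active = activation above a cutoff set at the mean of all screened compounds plus 3 SD, cut at about 10% in these data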;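 note: 0% = DMSO wells and 100% = sodium butyrate wells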
DAX1 inh-2: blocks DAX1 repression of SF-1 activated StAR promoter; HEK293T StAR-luciferase reporter, SF-1/DAX-1 repression relief; inhibition, % at 6.8 µM; 370,000 tested, 1.1% active; AID 652010;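 active = inhibition above the mean over all tested compounds plus 3 SD, cut at about 3.6% in these data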;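 note: 0% = DAX-1 cells with DMSO and 100% = cells lacking DAX-1 with DMSO; higher inhibition means more luminescence from relief of DAX-1 repression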
An asterisk follows results filed as active; i = inactive; / = not tested or not shown.

#1 O=C(CSc1cccc[n+]1[O-])c1ccc(Cl)s1
#2 CCCCC[C@H]1CN(C2CCCCC2)C(=O)[C@@H]1CC(=O)NCc1ccc(OC)cc1
#3 O=C(CCN1C(=O)/C(=C/c2cccs2)SC1=S)Nc1ccc(C(=O)O)cc1
#4 COc1ccccc1CCC(=O)NNC(=O)c1ccncc1
#5 CC(C)(C)S(=O)(=O)Cc1nc(-c2ccc(Cl)c(Cl)c2)cs1
#6 COc1ccc(-c2cc(C3CCN(c4cc(Cl)nc(N)n4)CC3)[nH]n2)cc1
#7 CC(Oc1ccccc1Cl)C(=O)N1CCCN(C)CC1 (stereo not drawn)
#8 Cc1ccc2nc(NC(=O)COC(=O)c3ccccn3)sc2c1
#9 CCOc1ccc(NC(=O)C2CCN(S(=O)(=O)c3ccc4c(c3)NC(=O)C(C)S4)CC2)cc1 (stereo not drawn)
#10 COc1ccccc1CN(C)C(=O)c1ccc2c(c1)NC(=O)CS2

Compound,1,2,3,4,5,6,7,8,9,10
hcDAF12 agonist,-0.2,-2.2,-2.4,-0.3,1.3,-2.4,0.1,3.8,-4.8,-1.4
DAX1 inh-1,0.6,0.5,0.5,-0.6,-2.0,-2.9,-0.7,1.0,-0.8,1.6
MBD2 inh,0,5,-6,2,3,-5,5,2,-2,3
ADAM17 inh,-5,0,-1,-1,-5,7,0,-5,0,-3
SMARCA2 act,-1,0,-3,2,-4,-3,0,-2,-4,-5
PLC-gamma1 inh,-3,2,4,0,-2,7,0,1,5,-4
PLCb3 inh,-7,1,-2,-1,0,4,-6,-9,-5,-2
NR1D1 modulator,8,-3,-3,-1,5,0,0,4,0,-4
ssDAF-12 act,-1.3,-1.7,-1.1,-0.3,0.7,-2.4,-0.4,0.0,-1.9,-0.8
hgDAF-12 ag,-0.9,-3.3,2.8,2.9,0.4,-4.8,-1.0,3.5,-6.7,1.1
DAX1 inh-2,0.1,-0.7,0.6,0.7,-0.6,-2.3,1.2,1.0,-1.1,-0.3

#11 COc1cccc(C(=O)N(c2ccc(OC)cc2OC)C2C=CS(=O)(=O)C2)c1 (stereo not drawn)
#12 CO/N=C(/CN1CCCCC1)c1ccc(Cl)cc1
#13 Cc1ccc(N2CC(NC(=O)C(=O)c3c(C)[nH]c4ccccc34)CC2=O)cc1 (stereo not drawn)
#14 COC(=O)c1ccccc1NC(=O)c1ccccc1NS(C)(=O)=O
#15 COC(=O)C1=C(C)N(Cc2ccccc2C(F)(F)F)C(=NCc2cc(OC)c(OC)c(OC)c2)NC1c1cccc(C(F)(F)F)c1 (stereo not drawn)
#16 Cc1ccc(NC(=O)c2cccc3cccnc23)cc1
#17 NC(=S)N/N=C/c1ccc(OC(=O)c2cccnc2)cc1
#18 CCCCN(C(=O)CCC(=O)Nc1cc(C)on1)C(C(=O)NC1CCCC1)c1ccccc1C (stereo not drawn)
#19 CCOC(=O)CNS(=O)(=O)c1ccc(S(=O)(=O)NC2CC2)cc1
#20 CCN1C(=O)[C@@H]2[C@H](C1=O)[C@@H]1CC(C(=O)OC)=C[C@@H](C(=O)OC)C3C1=C(C(=O)C3(CC)CC)[C@@H]2C (stereo partly drawn)

Compound,11,12,13,14,15,16,17,18,19,20
hcDAF12 agonist,-2.5,0.1,-2.4,-2.0,-2.1,8.8*,-1.3,-1.2,1.5,-1.7
DAX1 inh-1,0.1,1.0,0.5,-0.5,/,3.8,-0.1,-0.3,-0.1,/
MBD2 inh,1,0,-4,2,-1,5,2,2,0,7
ADAM17 inh,-6,1,-4,-2,0,-4,-3,-3,-2,-2
SMARCA2 act,-1,0,-2,-3,-4,8.2*,-3,0,-1,0
PLC-gamma1 inh,-3,2,8,-139,0,2,1,1,-3,-5
PLCb3 inh,-2,6,-4,-199,-1,-7,-5,-4,-6,-9
NR1D1 modulator,5,2,2,-3,-4,-3,1,4,0,5
ssDAF-12 act,-1.5,-0.6,-0.8,-1.8,-0.1,2.7*,-0.8,-1.1,-0.4,-1.3
hgDAF-12 ag,2.2,0.8,0.3,1.5,1.3,17*,1.3,0.2,2.6,-2.7
DAX1 inh-2,-0.5,0.9,-1.6,-0.4,-0.2,1.6,-0.1,0.3,-0.4,0.3

#21 CCC(=O)c1ccc(OCC(O)CN2CCN(c3ccccn3)CC2)cc1 (stereo not drawn)
#22 COc1cc2c(cc1NC(=S)Nc1cccc3ccccc13)oc1ccccc12
#23 O=C(/C=C/c1ccccc1)N1CCN(c2c(Cl)cccc2[N+](=O)[O-])CC1
#24 O=C(O)c1cccc2c1Cc1cc([N+](=O)[O-])ccc1-2
#25 CCc1c(O)nc(SCC(=O)Nc2ccccc2)n(C(C)CC)c1=O (stereo not drawn)
#26 O=C(CN1C(=O)C2C3C=CC(C3)C2C1=O)Nc1ccc(F)cc1 (stereo not drawn)
#27 CCOc1ccc2oc(C(=O)NCC3CCCO3)c(C)c2c1 (stereo not drawn)
#28 O=c1c2ccccc2cnn1Cc1n[nH]c(=S)n1-c1cc(Cl)cc(Cl)c1
#29 O=C1CCCCCC[C@@H](O)[C@H](O)C[C@H](c2ccccc2)O1
#30 CCC1(c2ccc(F)cc2)NC(=O)N(CC(=O)Nc2ccc(N3CCCCC3)cc2)C1=O (stereo not drawn)

Compound,21,22,23,24,25,26,27,28,29,30
hcDAF12 agonist,-2.0,1.9,-3.0,0.6,0.8,-0.2,2.0,0.9,-1.4,-0.7
DAX1 inh-1,-0.2,0.7,-0.2,1.3,-0.6,0.6,1.7,-0.3,/,1.1
MBD2 inh,3,0,-3,-3,-4,3,-1,-3,-3,-4
ADAM17 inh,0,-137,8,2,0,0,-24,0,-3,3
SMARCA2 act,-1,2,-4,5,2,0,4,3,-6,-1
PLC-gamma1 inh,5,-79,2,-4,3,1,-19,-5,2,3
PLCb3 inh,3,-87,3,-14,0,2,-31,5,1,-7
NR1D1 modulator,0,6,0,-3,3,-1,-5,5,8,8
ssDAF-12 act,0.2,-0.4,-2.0,-1.3,-0.8,-0.5,-0.3,-1.4,-1.2,-1.2
hgDAF-12 ag,-1.2,2.7,2.7,-1.3,-0.7,-4.6,5.3,2.1,0.7,-0.1
DAX1 inh-2,-0.4,-0.1,-0.8,-1.4,0.4,-0.2,2.5,0.1,-0.5,1.1

#31 Cc1ccc(N2CC(C(=O)N3CCc4ccccc4C3)CC2=O)cc1 (stereo not drawn)
#32 O=C1NC[C@@H](Cc2ccc(O)cc2)N(CCc2cccc(F)c2)C1=O
#33 Cc1csc(=O)n1CC(=O)OCC(=O)c1c(N)n(C)c(=O)n(C)c1=O
#34 CCOC(=O)c1c(-c2ccc(F)cc2)csc1/N=C/N(C)C
#35 CCOC(=O)C1CCN(C(c2cccs2)c2sc3nc(C)nn3c2O)CC1 (stereo not drawn)
#36 C=CCc1cc(OC)ccc1OCCCCn1cncn1
#37 CCC(NC(=O)C1CCCN(c2ncccn2)C1)c1ccccc1 (stereo not drawn)
#38 Cc1c(C#N)c2ncn(CCCN(C)C)c(=O)c2n1-c1ccccc1
#39 CC12CCC(C(=O)NNC(=O)c3ccc(Br)cc3)(OC1=O)C2(C)C (stereo not drawn)
#40 CCOC(=O)c1[nH]c(C)c(/C(O)=C2\C(=O)C(=O)N(CCN3CCOCC3)C2c2cccs2)c1C (stereo not drawn)

Compound,31,32,33,34,35,36,37,38,39,40
hcDAF12 agonist,-0.1,0.8,2.5,0.1,0.3,0.3,0.5,-2.3,0.9,0.2
DAX1 inh-1,-0.6,0.2,-1.4,-0.6,0.9,-1.3,/,-0.5,0.9,-1.2
MBD2 inh,1,-2,0,4,4,1,2,-4,-3,-2
ADAM17 inh,0,1,-2,-1,-5,-2,-8,-1,0,3
SMARCA2 act,0,3,-2,1,-2,-4,-4,2,2,-1
PLC-gamma1 inh,4,5,2,-2,-1,-1,-9,-2,3,0
PLCb3 inh,4,2,6,-6,-3,-5,-11,3,-5,0
NR1D1 modulator,-7,-2,-1,4,-2,-3,4,1,8,3
ssDAF-12 act,-1.6,-0.3,-0.8,-1.6,-1.1,-1.3,-1.4,-1.0,-0.5,-0.9
hgDAF-12 ag,0.3,19*,0.2,-0.5,-0.7,-2.4,-1.1,-1.2,4.7,-0.4
DAX1 inh-2,0.5,1.1,2.1,0.1,-0.1,0.1,0.3,-0.2,0.4,-2.0

#41 CC1CCN(C(=O)CNC(=O)CNC(=O)Cc2ccccc2)CC1
#42 CC[C@]12c3[nH]c4cc(-c5ccco5)ccc4c3CCN1C(=O)[C@@H](CC(=O)NCc1cccc(C(F)(F)F)c1)C[C@@H]2C(=O)N1CCN(C(=O)C2CC2)CC1
#43 Cc1nnc(SCc2cccs2)[nH]c1=O
#44 CN(CC(=O)Nc1ccc(F)c(F)c1F)C(=O)C1CC(=O)N(C2CCCC2)C1 (stereo not drawn)
#45 COc1ccc(CCn2c(NN=C(C)C)nc3c2c(=O)[nH]c(=O)n3C)cc1
#46 CCN1C(=O)c2cccc3c(S(=O)(=O)Nc4ncccc4C)ccc1c23
#47 CC1(C)N=C(c2ccccc2)C(c2ccccc2)=N1

Compound,41,42,43,44,45,46,47
hcDAF12 agonist,-0.3,-1.2,-1.7,-0.8,-0.1,-0.6,3.0
DAX1 inh-1,1.1,-0.3,0.4,0.7,3.6,1.5,-1.3
MBD2 inh,-1,2,3,0,0,-10,4
ADAM17 inh,-2,-134,-3,0,-10,-11,-4
SMARCA2 act,0,-6,1,-1,6,1,-1
PLC-gamma1 inh,-1,-432,1,-3,-6,-218,1
PLCb3 inh,-5,i,0,2,-18,-226,2
NR1D1 modulator,2,-2,0,1,7,-2,-5
ssDAF-12 act,-0.6,-0.4,-0.8,-1.0,-1.7,-1.6,-0.8
hgDAF-12 ag,-2.3,-1.9,-0.4,0.2,-2.2,-2.0,-3.0
DAX1 inh-2,0.7,-1.0,-0.7,0.7,-0.6,-0.6,-0.4

Structures shown so far containing two or more sulfur atoms, in the order listed:
#1 O=C(CSc1cccc[n+]1[O-])c1ccc(Cl)s1
#3 O=C(CCN1C(=O)/C(=C/c2cccs2)SC1=S)Nc1ccc(C(=O)O)cc1
#5 CC(C)(C)S(=O)(=O)Cc1nc(-c2ccc(Cl)c(Cl)c2)cs1
#9 CCOc1ccc(NC(=O)C2CCN(S(=O)(=O)c3ccc4c(c3)NC(=O)C(C)S4)CC2)cc1 (stereo not drawn)
#19 CCOC(=O)CNS(=O)(=O)c1ccc(S(=O)(=O)NC2CC2)cc1
#35 CCOC(=O)C1CCN(C(c2cccs2)c2sc3nc(C)nn3c2O)CC1 (stereo not drawn)
#43 Cc1nnc(SCc2cccs2)[nH]c1=O

Compound,1,3,5,9,19,35,43
hcDAF12 agonist,-0.2,-2.4,1.3,-4.8,1.5,0.3,-1.7
DAX1 inh-1,0.6,0.5,-2.0,-0.8,-0.1,0.9,0.4
MBD2 inh,0,-6,3,-2,0,4,3
ADAM17 inh,-5,-1,-5,0,-2,-5,-3
SMARCA2 act,-1,-3,-4,-4,-1,-2,1
PLC-gamma1 inh,-3,4,-2,5,-3,-1,1
PLCb3 inh,-7,-2,0,-5,-6,-3,0
NR1D1 modulator,8,-3,5,0,0,-2,0
ssDAF-12 act,-1.3,-1.1,0.7,-1.9,-0.4,-1.1,-0.8
hgDAF-12 ag,-0.9,2.8,0.4,-6.7,2.6,-0.7,-0.4
DAX1 inh-2,0.1,0.6,-0.6,-1.1,-0.4,-0.1,-0.7
